# Source: PubChem BioAssay (National Center for Advancing Translational Sciences (NCATS))
# N370S GC: inhibits or activates N370S mutant glucocerebrosidase; P04062; N370S GC spleen homogenate, 4MU-glucoside fluorescence; Potency, µM (doses to about 59.4 µM), for inactives: at the top dose activity change, negative = inhibition, most hits filed as inhibitors; actives 0.092% (n = 330,000); AID 2101;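 also: 0% = full enzyme activity and -100% = no enzyme basal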
# GCN5L2 inh: inhibitors of human GCN5L2 histone acetyltransferase | Q92830 | GCN5L2 HAT assay, ThioGlo1 CoA-SH fluorescence | actives 0.21% (n = 390,000) | Potency, µM (titrated, usually from 58.9 µM), inactives show at the highest dose activity change, negative = inhibition, actives largely listed as inhibitors | AID 504327
#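 Fluorescence readout, Ex340nm/Em540nm: ThioGlo1 (50uM final) reacts with free CoA thiol released as 20nM GCN5L2 acetylates H3(1-25) peptide (75uM) using acetyl-CoA (70uM). Compound and enzyme sat 15 min beforehand; 20 min room-temperature reaction.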
# FEN1 inh: blocks human flap endonuclease 1. actives 0.35% (n = 390,000). AID 588795. Recombinant FEN1 flap cleavage, fluorescence, 15 min. P39748. Potency, µM (doses to about 114 µM), for the others: at the top dose activity change, negative = inhibition, actives largely listed as inhibitors; also: nearly all actives have a fitted effect of over 65% in size
# Target sequence (P39748 whole entry, looked up): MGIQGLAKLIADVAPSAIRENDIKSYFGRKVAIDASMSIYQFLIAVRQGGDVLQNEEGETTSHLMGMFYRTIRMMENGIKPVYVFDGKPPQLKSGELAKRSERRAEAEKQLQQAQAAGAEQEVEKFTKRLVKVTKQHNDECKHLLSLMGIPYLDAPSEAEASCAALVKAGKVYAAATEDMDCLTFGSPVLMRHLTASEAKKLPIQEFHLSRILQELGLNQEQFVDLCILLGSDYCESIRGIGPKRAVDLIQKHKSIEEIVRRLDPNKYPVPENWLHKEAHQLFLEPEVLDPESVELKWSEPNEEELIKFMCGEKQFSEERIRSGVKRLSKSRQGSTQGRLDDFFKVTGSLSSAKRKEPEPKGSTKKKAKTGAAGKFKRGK
#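 Read-out was taken twice, immediately and after 15 min, following addition of 50 nM substrate to 10 nM FEN1 that had sat with test compound for 15 min at room temperature. Curves came from a four-parameter Hill model.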
# * hit, by the source's call; ? = inconclusive; . = not tested or not shown; & = joins results of further samples. Calls follow the shape of the dose curve; as a rule, active = well fitted curve in the direction sought with a large enough effect; inconclusive = small, poorly fitted or top-dose-only effect, or another doubt; inactive = no such curve, though single readings can be large; an effect the other way counts as inactive or inconclusive. Unless noted, % is scaled to controls: 0 for no effect and ±100 for the full control effect; potency is read from the fitted curve at half-maximal effect.
N370S GC	GCN5L2 inh	FEN1 inh	structure
4.3%	-9.5%	-18.7%	CCOC(=O)N1CCC(N2Cc3cccc(C(=O)NC(C)c4ccc5c(c4)OCCO5)c3C2=O)CC1 (centres undefined)
0.2%	-5.2%	3.4%	COc1ccccc1NS(=O)(=O)c1cccc2cccnc12
3.1%	-6.9%	9.7%	COc1ccccc1C1CC(c2ccccc2)=NN1S(=O)(=O)c1ccccc1 (centres undefined)
-20.4%	-0.3%	-0.5%	Cc1cccc(CN2C(=O)c3ccccc3S(=O)(=O)c3ccc(C(=O)NCCCN4CCCC4)cc32)c1
.	0.5%	?	Cc1cccc(-n2c(=O)c3c(c4cc(C)ccc4n3C)n(Cc3ccccc3F)c2=O)c1
0.9%	-11.8%	-0.2%	CCOC(=O)c1c(N)sc(C(O)(C(F)(F)F)C(F)(F)F)c1-c1ccc(OC)cc1OC
.	-6.3%	17.5%	CCc1ccc(NC(=O)C(=O)NCC(c2cccnc2)N2CCN(c3ccc(F)cc3)CC2)cc1 (centres undefined)
.	-3.3%	-14.7%	COc1cc(C2SC[C@H]3C(=O)N(c4ccccc4)C(=O)N23)cc(OC)c1OC (some centres undefined)
-11.9%	-8.2%	-3.3%	O=C(CCC(=O)N1CCOc2ccc(Cl)cc21)NCCCN1CCOCC1
2.2%	1.1%	-4.5%	O=C(c1ccccc1)c1nccc2ccccc12
4.8%	-0.8%	-0.7%	Cc1ccn2c(=O)c(C(=O)NC3CCCCC3C)c(O)nc2c1 (centres undefined)
-2.9%	1.4%	-3.7%	CC(=O)OCC(=O)Nc1ccccc1C
0.0%	-4.7%	-3.0%	CCNC(=S)NNc1nc(N2CCOCC2)nc(N2CCOCC2)n1
-2.9%	0.6%	0.7%	COC(=O)c1sccc1NC(=O)c1c(C)cc(=O)oc1C
-7.5%	-3.6%	-1.1%	CC(C)NC(=O)CS(=O)(=O)c1ccccc1
.	2.3%	-13.3%	COc1ccc(CCNC(=O)Cc2ccc(NS(=O)(=O)c3ccc(F)cc3)cc2)cc1OC
?	-1.3%	-21.7%	CN(C)S(=O)(=O)c1cccc(NC(=S)NC23CC4CC(CC(C4)C2)C3)c1
-13.3%	-1.0%	17.4%	O=C(c1cc(F)c(F)c(F)c1F)N1CCN(Cc2ccc3c(c2)OCO3)CC1
3.5%	-16.1%	0.5%	CCOC(=O)CSc1nc(-c2ccccc2)nc2ccc(F)cc12
19.7%	1.7%	1.5%	Cc1cc(Br)ccc1NC(=O)CN1C(=O)CCC1=O
2.6%	0.4%	24.6%	CC(=O)c1ccc(-c2nnc(CCC(=O)N(C)Cc3cnc4ccccn34)o2)s1
-1.1%	0.3%	-12.8%	CSc1ncc(C(=O)Nc2cccc(C)c2C)c(C)n1
6.6%	-1.3%	-14.0%	Cn1c(NCCN2CCCCC2)cc(=O)n(C)c1=O
2.5%	-5.9%	2.4%	CCOc1cc2[nH]c(=S)n(Cc3ccc(C(=O)NCCCN4CCOCC4)cc3)c(=O)c2cc1OCC
-0.4%	0.1%	0.2%	O=C(Nc1cccc(OCC(=O)N2CCOCC2)c1)C1CCCCC1

# Entries of single compounds, looked up by structure. Order of screens: N370S GC, GCN5L2 inh, FEN1 inh
# Entry for Cn1c(NCCN2CCCCC2)cc(=O)n(C)c1=O = 6.6%, -1.3%, -14.0%
# Entry for CC(C)NC(=O)CS(=O)(=O)c1ccccc1 = -7.5%, -3.6%, -1.1%
# Entry for CSc1ncc(C(=O)Nc2cccc(C)c2C)c(C)n1 = -1.1%, 0.3%, -12.8%

# (list continues)
N370S GC	GCN5L2 inh	FEN1 inh	structure
-13.8%	-28.3%	-5.6%	Cc1ccc(CNC(=O)COC(=O)c2c(C)noc2C)cc1
-3.2%	7.9%	-3.1%	Cc1cc(C)n(CC(=O)c2ccccc2)c(=O)c1C#N
-5.9%	-21.6%	-13.0%	Cc1ccn2c(NC3CCCC3)c(-c3cccs3)nc2c1
.	1.8%	-8.1%	Cc1cc(C)c(NC(=O)Cn2c(=O)n(CCC(C)C)c(=O)c3cccnc32)c(C)c1
0.7%	-0.1%	17.9%	CCOC(=O)N1CCN(C(=O)CS(=O)Cc2nc(-c3ccc(OC)c(OC)c3)oc2C)CC1 (centres undefined)
.	-3.8%	20.3%	Cc1cccc(N(C)C(=O)Cc2c(C(=O)O)[nH]c3ccccc23)c1
.	-9.9%	-0.4%	COC(=O)CCNC(=O)N1CCN(c2nnc(C)c3c(C)n(-c4ccccc4)nc23)CC1
7.0%	-2.0%	7.1%	O=C(O)CCC(=O)Nc1ccc(N2CCOCC2)cc1
?	-22.4%	2.0%	Cc1cc(N2CCC(C)CC2)nc2ccc(N3C(=O)CCC3=O)cc12
.	-2.7%	-5.6%	COc1ccc(-c2nc3nc(C)cc(N4CCN(c5cccc(C(F)(F)F)c5)CC4)n3n2)cc1
-21.6%	-1.5%	4.7%	Cc1ccc(S(=O)(=O)Nc2ccc(C(=O)N3CCCC3)cc2)cc1
.	-9.2%	8.1%	Nc1cccc(C#Cc2ccc3c(=O)c4ccccc4oc3c2)c1
.	-7.8%	2.3%	COc1cccc(-c2nc(SCC(=O)NCC3CCCO3)c(-c3ccc(F)cc3)[nH]2)c1 (centres undefined)
-6.1%	0.6%	-14.5%	Cc1nc(Nc2ccccc2Br)c2nnn(Cc3ccccc3)c2n1
.	-9.1%	-10.3%	COc1ccc(NC(=O)Cn2c(=O)n(Cc3nc(C)no3)c(=O)c3cc4c(cc32)OCO4)cc1
-6.1%	-2.7%	5.5%	O=C(O)c1sc2cc(C(F)(F)F)cnc2c1-c1ccccn1
.	-0.1%	-3.8%	CC(Oc1ccc(Br)cc1)C(=O)NCC1(N2CCCCC2)CCCCC1 (centres undefined)
-3.2%	-28.6%	-3.7%	CC(=O)c1cccc(NC(=S)N2CCN(S(=O)(=O)c3ccc(F)cc3)CC2)c1
-7.5%	1.3%	-2.8%	Cc1cc(NC(=O)CSc2nc(-c3ccc(Cl)cc3)cs2)no1
-7.6%	?	-16.0%	COc1ccc(Cl)cc1NC(=O)CC1S/C(=N/N=C2CCCCCC2)NC1=O (centres undefined)
12.6%	-16.1%&-10.3%	-0.1%&-0.9%	COc1ccc(CCCc2nnc(SCC(=O)Nc3ccc(OC)cc3)o2)cc1
4.1%	-3.3%	4.5%	COc1ccc(CNC(=O)c2cc(-c3ccc(OC)c(OC)c3)on2)cc1
-1.8%	-0.6%	-11.1%	CCC(=O)NCCc1nc2ccccc2n1CC
-1.3%	1.3%	-2.3%	COc1cccc(OC)c1C(=O)NC(=O)Nc1c(F)cc(F)cc1F
.	-3.7%	-8.0%	COc1ccc(CNC(=O)COC(=O)CN2C(=O)NC3(CCCC3)C2=O)cc1
-2.5%	-15.5%	-3.1%	CCN(CC)CCNC(=O)c1ccccc1C(=O)c1ncc[nH]1
-6.0%	-17.6%	13.2%	C/C(=N\Nc1cccc([N+](=O)[O-])c1)c1cc(F)ccc1O
2.0%	-3.7%	-0.6%	Cc1ccc(NC(=O)c2ccccc2O)cc1
-16.8%	-3.7%	-1.9%	c1ccc(Nc2nc(N3CCOCC3)c3ccccc3n2)cc1
.	-10.5%	-22.3%	CCOc1cccc2sc(N(Cc3cccnc3)C(=O)C3CCCCC3)nc12
-25.4%	2.1%	0.8%	CCC1Oc2ccccc2N(CC(=O)NCCC2=CCCCC2)C1=O (centres undefined)
1.8%	-5.7%	-4.2%	CCn1nc(C)c(/C=N/NC(=O)CSc2ccccn2)c1C
7.3%	-6.5%	16.3%	CC1(C)CC(=O)C2=C(C1)Nc1nc(SCCN3CCOCC3)[nH]c(=O)c1C2c1cccs1 (centres undefined)
-21.8%	-3.4%	?	CCOC(=O)CNC(=O)C1(/C=C/c2ccccc2)CC(=O)N1c1ccc(C)cc1 (centres undefined)
-14.4%	-8.2%	-5.5%	COc1ccc(NC(=O)CN(C)C(=O)Cc2ccc3c(c2)CCC3)cc1
.	-6.1%	7.5%	CCCc1cc(=O)[nH]c(SCC(=O)N(C)CC(=O)Nc2ccc(F)cc2)n1
-21.0%	-17.9%	.	COc1ccccc1-c1nc(Nc2ccncc2)c2ccccc2n1
17.6%	1.8%	.	COc1ncc2nc(CCc3ccccc3)c(=O)n(Cc3ccc(F)cc3)c2n1
25.1%	-7.5%	-10.0%	COc1cccc(CNc2nc(C(F)(F)F)nc3ccccc23)c1
-7.9%	-4.8%	-3.1%	CS(=O)(=O)c1ccc(Cl)c(NC(=O)COC(=O)c2c(Cl)cccc2Cl)c1
.	2.7%	-5.0%	Cc1ccccc1CN1CCc2nc(Nc3ccc4c(c3)OCCO4)ncc2C1
-1.8%	-1.2%	-19.2%	CC(=O)Nc1ccc(S(=O)(=O)NC(=O)C23CC4CC(CC(C4)C2)C3)cc1
?	1.0%	50.1µM*	COc1ccc(Nc2nc(N3CCCC3)nc3ccccc23)c(OC)c1
-4.0%	-1.2%	2.2%	COc1cccc(-c2csc(N3CCN(C(=S)NCC(C)C)CC3)n2)c1
9.8%	-14.1%	-6.1%	O=C(Nc1cc(Sc2ccccn2)cc([N+](=O)[O-])c1)c1ccc(Cl)cc1
-21.0%	-1.5%	14.5%	CCCCOc1ccc(N=Nc2ccc(N)nc2N)cn1
-5.6%	-17.3%	-3.3%	COc1cc2c(cc1OC)CN(C(=O)CCc1c[nH]c3ccccc13)[C@H](C(=O)O)C2
.	0.9%	-15.4%	CC(=O)N1CCc2cc(Br)cc(S(=O)(=O)CCC(=O)Nc3ccc(C)cc3Cl)c21
4.4%	2.2%	6.5%	CC(c1ccccc1)N(NC(=O)C(O)(c1ccccc1)c1ccccc1)C(=O)c1ccccc1 (centres undefined)
.	-2.4%	-17.7%	CCC(=O)N1CCCc2cc(S(=O)(=O)N3CCC(C(=O)NCc4ccc(F)cc4)CC3)ccc21

# 6 compounds from above, sorted by count of non-hydrogen atoms, rising.
N370S GC	GCN5L2 inh	FEN1 inh	structure
-5.9%	-21.6%	-13.0%	Cc1ccn2c(NC3CCCC3)c(-c3cccs3)nc2c1
.	-3.8%	20.3%	Cc1cccc(N(C)C(=O)Cc2c(C(=O)O)[nH]c3ccccc23)c1
?	-22.4%	2.0%	Cc1cc(N2CCC(C)CC2)nc2ccc(N3C(=O)CCC3=O)cc12
4.1%	-3.3%	4.5%	COc1ccc(CNC(=O)c2cc(-c3ccc(OC)c(OC)c3)on2)cc1
-3.2%	-28.6%	-3.7%	CC(=O)c1cccc(NC(=S)N2CCN(S(=O)(=O)c3ccc(F)cc3)CC2)c1
.	-7.8%	2.3%	COc1cccc(-c2nc(SCC(=O)NCC3CCCO3)c(-c3ccc(F)cc3)[nH]2)c1 (centres undefined)

# (cont.)
N370S GC	GCN5L2 inh	FEN1 inh	structure
3.7%	-3.1%	6.0%	O=C(C1CC1)N1CCC(C(O)(c2ccccc2)c2ccccc2)CC1
-10.8%	-0.2%	-1.0%	COc1ccc([C@@H]2[C@@H]3C(=O)N(C(C)(C)C)C(=O)[C@@H]3[C@]3(Cc4ccccc4)C(=O)N(c4ccc(C(F)(F)F)cc4)C(=O)N23)cc1
4.5%	-1.7%	0.8%	N#C/C(=C\c1c(N2CCN(c3ccccc3)CC2)nc2ccccn2c1=O)S(=O)(=O)c1ccccc1
-8.6%	-4.0%	-2.4%	CCOc1cc(N2CCOCC2)c(OCC)cc1NC(=O)c1ccc(F)c(S(=O)(=O)N2CCOCC2)c1
12.9%	-3.6%	-25.0%	O=C(NCC1CC1(Cl)Cl)Nc1ccc(Cl)c(Cl)c1 (centres undefined)
